Gal4-VP16 FLuc = counter-screen for ROR gamma inhibitors: Gal4-VP16 reporter; Drosophila S2 Gal4-VP16 UAS-luciferase, luminescence, 20 h; Potency, µM (series often up to 53.6 µM), inactives show at the top dose activity, negative = inhibition, actives largely listed as inhibitors; 3.5% of 310,000 active;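 note: Gal4-VP16 expression switched on by copper sulfate through the metallothionein promoter; potency is the fitted concentration of half-maximal effect; % is set by controls: 0 for no effect and ±100 for the full control effect; nearly all actives have a fitted effect of over 50% in size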
FLuc modulator = inhibits or activates purified firefly luciferase, miR-21 counter-screen; 6.9% of 360,000 active; purified FLuc, Km substrates, luminescence inhibition; Potency, µM (highest dose often 57.5 µM), for inactives: at the highest dose activity change, negative = inhibition, hits mostly inhibitors;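 note: potency is the fitted concentration of half-maximal effect; plate controls were vehicle for no effect and reference inhibitor for full effect; nearly all actives have a fitted effect of over 55% in size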
Target sequence (P08659 whole entry, looked up): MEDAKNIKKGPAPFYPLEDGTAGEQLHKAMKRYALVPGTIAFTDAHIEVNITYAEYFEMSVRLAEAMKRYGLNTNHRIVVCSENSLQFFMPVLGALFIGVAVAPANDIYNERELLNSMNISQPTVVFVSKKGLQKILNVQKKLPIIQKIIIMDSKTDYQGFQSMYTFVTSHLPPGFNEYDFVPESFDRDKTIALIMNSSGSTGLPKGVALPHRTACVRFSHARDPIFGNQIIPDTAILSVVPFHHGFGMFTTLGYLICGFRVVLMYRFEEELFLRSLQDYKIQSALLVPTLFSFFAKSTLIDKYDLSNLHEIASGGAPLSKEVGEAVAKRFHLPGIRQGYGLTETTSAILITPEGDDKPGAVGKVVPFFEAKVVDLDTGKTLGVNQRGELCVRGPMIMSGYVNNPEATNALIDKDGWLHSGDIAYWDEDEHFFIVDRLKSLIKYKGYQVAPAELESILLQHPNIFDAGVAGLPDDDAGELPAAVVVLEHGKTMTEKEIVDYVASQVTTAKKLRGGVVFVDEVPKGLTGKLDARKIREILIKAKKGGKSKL
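Purified P. pyralis luciferase, 10 nM final, with Km-level 10 uM D-luciferin and 10 uM ATP in 50 mM Tris acetate pH 7.5, 10 mM Mg acetate, 0.01% Tween-20, 0.05% BSA; 6-point qHTS titration about 60 µM downward; luminescence read.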
Giardia killer = Giardia lamblia killing | Giardia lamblia trophozoite viability | activity change, % at 7.66 µM, hits read low | 0.15% of 340,000 active | AID 540267; in the data active = activity change below about -80%; inconclusive = between about -30% and that limit;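 note: parasites exposed to compound for two days anaerobically before the ATP read; % is set by controls: 0 for no effect and ±100 for the full control effect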
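Luminescence from cellular ATP indicates surviving trophozoites (100 cells/well) following 48 hrs anaerobic compound treatment at 37 deg C; signal develops 15-30 min at room temperature.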
RORg inh = ROR gamma (mouse) transcription inhibition; P51450; Drosophila S2 Gal4-RORgamma UAS-luciferase reporter, 20 h; Potency, µM (titrated, usually from 53.6 µM), without a hit: at the highest dose activity change, negative = inhibition, hits mostly inhibitors; 5.4% of 310,000 active; AID 2551; note: potency is the fitted concentration of half-maximal effect; % is set by controls: 0 for no effect and ±100 for the full control effect; nearly all actives have a fitted effect of over 60% in size
Target sequence (P51450 whole entry, looked up, the tested form may be a part): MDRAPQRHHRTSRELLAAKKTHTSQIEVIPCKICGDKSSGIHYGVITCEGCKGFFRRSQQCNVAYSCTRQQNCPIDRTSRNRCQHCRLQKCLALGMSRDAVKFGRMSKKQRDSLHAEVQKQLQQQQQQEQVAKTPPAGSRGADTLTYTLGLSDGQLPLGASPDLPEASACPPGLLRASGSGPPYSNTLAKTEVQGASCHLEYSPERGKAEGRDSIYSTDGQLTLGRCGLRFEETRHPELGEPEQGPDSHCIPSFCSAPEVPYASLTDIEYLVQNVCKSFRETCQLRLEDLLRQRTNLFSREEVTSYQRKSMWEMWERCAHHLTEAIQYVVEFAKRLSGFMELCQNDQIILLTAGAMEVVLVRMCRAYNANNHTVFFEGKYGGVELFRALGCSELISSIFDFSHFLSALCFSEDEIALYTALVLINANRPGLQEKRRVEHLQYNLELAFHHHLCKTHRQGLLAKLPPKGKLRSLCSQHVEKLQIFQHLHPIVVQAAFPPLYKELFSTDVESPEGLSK
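Compounds are pin-transferred onto Drosophila Schneider cells expressing a copper-inducible Gal4–ROR gamma transactivation domain fusion. After 1 hr, copper sulfate is added to 700 uM final; luciferase is read 20 hr later.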
ELG1 genotoxic = induces genotoxicity in HEK293T cells with luciferase-tagged ELG1; Potency, µM (series often up to 46 µM), for the others: top-dose activity change, positive = activation, hits mostly activators; 1.3% of 330,000 active; HEK293T ELG1-luciferase reporter, luminescence, 16 h; note: potency is the fitted concentration of half-maximal effect; % of control where 0% means no effect; nearly all actives have a fitted effect of over 60% in size
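Genotoxic stress is detected as increased luminescence from luciferase-tagged ELG1 in HEK293T cells, measured with ONE-Glo after a 16 hr treatment at 37 °C.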
Coupling enz = counter-screen for Giardia aldolase inhibitors: coupling enzyme system. activity change, negative = inhibition, % at 58.2 µM, hits read low. coupling enzyme system counterscreen, AmpLite Red fluorescence. 0.67% of 290,000 active. AID 2472; in the data active = activity change below about -30%; note: % is set by controls: 0 for no effect and ±100 for the full control effect
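Counterscreen lacking aldolase: glyceraldehyde-3-phosphate coupling-enzyme reagent preincubated 10 min at RT with compound (at 57.5 uM final), then substrate/coupling system with AmpLite Red added; fluorescence read at 525/598 nm after 20 min RT.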
Tb PFK block = T. brucei PFK enzyme inhibition; O15648; T. brucei PFK, ADP-Glo luminescence; Potency, µM (doses to about 57.5 µM), inactives show at the top dose activity, negative = inhibition, most hits filed as inhibitors; 0.17% of 330,000 active;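 note: potency is the fitted concentration of half-maximal effect; 0% = uninhibited 1x PFK enzyme wells and -100% = no-enzyme wells; nearly all actives have a fitted effect of over 60% in size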
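1.25 nM PFK with 0.5 mM F6P and 0.1 mM ATP in 0.1 M TEA pH 8.0, 5 mM MgCl2, incubated 45 min at room temperature; ADP measured by ADP-Glo luminescence; compounds titrated up to 57 uM.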
KCNH2 3.1 inh = KCNH2 3.1 (human) potassium channel inhibition; AID 720553; U2OS KCNH2 3.1, thallium flux FluxOr; active compounds read low; activity change, % (tested at about 1.8 µM); 0.95% of 340,000 active;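 active = maximum activity change below -70%; inconclusive = maximum activity change from -70% to -50%; inactive = maximum activity change above -50%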;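 note: thallium influx rate constant from kinetic fluorescence after stimulation buffer; % is set by controls: 0 for no effect and ±100 for the full control effect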
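Virally transduced U2OS (3.1 isoform, 4 h infection in dark at RT) → overnight 37 C → FluxOr + Red40 in HBSS/HEPES, 45 min → stimulation buffer, 2 min kinetic read → rate constant vs DMSO controls.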
uPA generation = blocks generation of uPA at the cell surface; cell surface uPA generation assay, qHTS; Potency, µM (top dose mostly 38.3 µM), without a hit: top-dose activity change, negative = inhibition, usual class: inhibitors; 0.31% of 330,000 active; AID 540303; active = well fitted inhibition curve with a large enough effect; inconclusive = small, poorly fitted or top-dose-only effect; inactive = no such curve, though single readings can be large or run the other way; tested in mouse RAW 264.7 cells; note: potency is the fitted concentration of half-maximal effect; % is set by controls: 0 for no effect and ±100 for the full control effect; nearly all actives have a fitted effect of over 55% in size
Rab9 promoter act = Rab9 promoter activation; AID 485297; Potency, µM (doses to about 9.22 µM), without a hit: at the top dose activation, negative = inhibition, most hits filed as activators; 2.8% of 320,000 active; Huh7 Rab9 promoter-luciferase reporter, luminescence, 24 h; note: potency is the fitted concentration of half-maximal effect; % of control where 0% means no effect; nearly all actives have a fitted effect of over 60% in size
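Using Huh7 cells stably transfected with Rab9 promoter–luciferase, compounds were incubated 24 h at 37 °C, 5% CO2; luciferase luminescence was read 10 min after reagent addition.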
NPC1 promoter act = activators of NPC1 promoter. Huh7 NPC1 promoter luciferase reporter, 24 h. 2.4% of 320,000 active. Potency, µM (titrated, usually from 9.22 µM), for inactives: at the highest dose activation, most hits filed as activators;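 note: potency is the fitted concentration of half-maximal effect; % of control where 0% means no effect; nearly all actives have a fitted effect of over 60% in size; reporter is driven by a mutant NPC1 promoter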
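Stably transfected Huh7 (NPC1 promoter→luciferase), 1500 cells/well in Opti-MEM + 10% FBS, 2 h settle, then compound 24 h at 37 °C. Luminescence after 10 min with Amplite reagent.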
* marks the source's active call; other numbers are inactive results; ? = inconclusive; · = no result given; [ ] = another dose, or the depositor's remark. Unless noted, calls come from the whole dose curve; as a rule, active = well fitted curve in the direction sought with a large enough effect; inconclusive = small, poorly fitted or top-dose-only effect, or another doubt; inactive = no such curve, though single readings can be large; an effect the other way counts as inactive or inconclusive. An unsorted share of the library, and some 14% of all compounds hit somewhere here.

SMILES	Gal4-VP16 FLuc	FLuc modulator	Giardia killer	RORg inh	ELG1 genotoxic	Coupling enz	Tb PFK block	KCNH2 3.1 inh	uPA generation	Rab9 promoter act	NPC1 promoter act
Cc1ccc(SCC(=O)OCC(=O)NCCc2ccccc2)cc1	·	-1%	11	·	1%	·	0%	11	12%	-1%	0%
O=C(CCN1C(=O)/C(=C\c2ccccc2F)SC1=S)N1CCCCC1	-7%	?	-5	?	-2%	2	0%	0	-7%	-8%	-23%
CCOc1ccc(N(CC)S(=O)(=O)c2cccc3nsnc23)cc1	4%	2%	-3	-24%	1%	0	1%	-5	-5%	-5%	-1%
Cc1nc(NCC2CCCO2)nc2c1C(=O)CC(C)C2 (stereo not given)	4%	1%	-8	-10%	8%	-2	4%	-16	4%	12%	1%
O=C(CNC(=O)C1COc2ccccc2O1)Nc1cc(Cl)ccc1Cl (stereo not given)	·	1%	-26	·	3%	·	-5%	7	-1%	-8%	0%
CCCCOC(=O)c1ccc(NC(=O)C(=O)NCC2CCCO2)cc1 (stereo not given)	?	-19%	-4	40%	-6%	-2	-2%	5	-4%	15%	10%
CC(C)C(=O)N1CCN(c2ccccc2N)CC1	3%	-2%	-27	8%	0%	0	0%	2	-9%	2%	-2%
O=C(COC(=O)c1ccc2c(c1)OCCO2)Nc1cc(Cl)ccc1Cl	1%	0%	-1	4%	-5%	-1	5%	-2	4%	-2%	-2%
CCOC(=O)c1cnc(-n2nc(C)cc2C)nc1NCCO	-5%	-5%	-3	?	-3%	·	1%	-8	·	-8%	-3%
O=C(CSc1ccccc1F)NCC1(N2CCCCC2)CCCCC1	·	2%	-8	·	1%	·	-2%	-3	?	8%	0%
CC(C)Cn1c(N2CCN(C(=O)c3cccs3)CC2)nc2ccccc21	5%	0%	-25	-10%	-7%	2	2%	-38	0%	-6%	1%
O=C(Cc1nnc(NC(=O)Nc2ccc(Cl)cc2)s1)NCc1ccccc1	-8%	-3%	-4	0%	6%	0	-4%	2	0%	-8%	-1%
CC1(C)CC(CCN)(Cc2ccccc2Cl)CCO1 (stereo not given)	-2%	-2%	3	-13%	-7%	3	2%	6	-3%	-2%	-3%
Cc1c(CN2CCCC(C(=O)c3cccc(Cl)c3)C2)c(=O)n(-c2ccccc2)n1C (stereo not given)	-5%	1%	23	1%	0%	5	-4%	-15	4%	-3%	-4%
NC(=O)Cn1c(=O)n(Cc2ccco2)c(=O)c2c3c(sc21)CCCCC3	8%	-3%	-8	22%	0%	0	?	2	·	0%	1%
O=C(Cc1cccs1)N1CCN(c2ccccn2)CC1	-7%	5%	-5	-5%	1%	4	-4%	5	4%	0%	-4%
Cc1ccc(S(=O)(=O)N2CCN(C(=O)CCn3nc(C)c(C)c3C)CC2)cc1C	-11%	0%	-4	0%	-1%	-4	0%	-7	-3%	-5%	-1%
CN(C(=O)COC(=O)c1ccccc1Nc1ccccc1)c1c(N)n(Cc2ccccc2)c(=O)[nH]c1=O	·	3%	4	·	-5%	·	-3%	4	5%	2%	-5%
O=C(c1cccc(F)c1)N1CCC2(CC1)NCCc1[nH]cnc12	-1%	1%	12	-1%	0%	·	0%	-2	1%	-12%	1%
O=C(OCCCc1cc2ccccc2c(=O)o1)N1CCOCC1	·	·	0	·	2%	·	-1%	-1	-1%	·	·
CCOC(=O)CC(=O)CSc1nc(-c2ccccc2)cc(-c2ccc(Cl)cc2)c1C#N	-2%	-2%	5	?	-1%	0	1%	0	·	0%	1%
CSc1ncccc1C(=O)Nc1ccc(C)cn1	3%	-1%	6	8%	11%	·	19%	11	0%	19%	?
CCNCc1nc2cc(OC)c(OC)cc2c(=O)[nH]1	4%	-1%	-7	-12%	1%	1	-1%	10	·	-2%	0%
O=C(c1ccc(Cl)cc1Cl)N1CCSCC1	1%	-1%	-7	-16%	0%	12	-2%	-3	0%	0%	0%
N#Cc1sc2nc(-c3cccs3)cc(-c3ccc(Cl)cc3)c2c1N	-3%	-1%	-2	-18%	3%	0	1%	-34	·	2%	-4%

Look-ups from the results shown:
In NPC1 promoter act, `CCOc1ccc(N(CC)S(=O)(=O)c2cccc3nsnc23)cc1` has the entry -1%
In ELG1 genotoxic, `CSc1ncccc1C(=O)Nc1ccc(C)cn1` has the entry 11%
In Giardia killer, `CN(C(=O)COC(=O)c1ccccc1Nc1ccccc1)c1c(N)n(Cc2ccccc2)c(=O)[nH]c1=O` has the entry 4

Arranged by number of heavy atoms (high to low): some entries from above.
SMILES	Gal4-VP16 FLuc	FLuc modulator	Giardia killer	RORg inh	ELG1 genotoxic	Coupling enz	Tb PFK block	KCNH2 3.1 inh	uPA generation	Rab9 promoter act	NPC1 promoter act
CCOC(=O)CC(=O)CSc1nc(-c2ccccc2)cc(-c2ccc(Cl)cc2)c1C#N	-2%	-2%	5	?	-1%	0	1%	0	·	0%	1%
O=C(Cc1nnc(NC(=O)Nc2ccc(Cl)cc2)s1)NCc1ccccc1	-8%	-3%	-4	0%	6%	0	-4%	2	0%	-8%	-1%
NC(=O)Cn1c(=O)n(Cc2ccco2)c(=O)c2c3c(sc21)CCCCC3	8%	-3%	-8	22%	0%	0	?	2	·	0%	1%
O=C(COC(=O)c1ccc2c(c1)OCCO2)Nc1cc(Cl)ccc1Cl	1%	0%	-1	4%	-5%	-1	5%	-2	4%	-2%	-2%
Cc1ccc(SCC(=O)OCC(=O)NCCc2ccccc2)cc1	·	-1%	11	·	1%	·	0%	11	12%	-1%	0%
Cc1nc(NCC2CCCO2)nc2c1C(=O)CC(C)C2 (stereo not given)	4%	1%	-8	-10%	8%	-2	4%	-16	4%	12%	1%
CSc1ncccc1C(=O)Nc1ccc(C)cn1	3%	-1%	6	8%	11%	·	19%	11	0%	19%	?

Additional compounds
SMILES	Gal4-VP16 FLuc	FLuc modulator	Giardia killer	RORg inh	ELG1 genotoxic	Coupling enz	Tb PFK block	KCNH2 3.1 inh	uPA generation	Rab9 promoter act	NPC1 promoter act
CCNC(=O)NC(=O)C(C)OC(=O)c1ccc(-n2nc(SC)sc2=S)cc1 (stereo not given)	5%	-14%	2	7%	-2%	3	4%	2	-5%	-3%	0%
COc1ccc(Nc2sc(C(=O)c3ccc(Cl)cc3)c(N)c2C(=O)Nc2ccccc2OC)cc1	?	1%	7	-42%	-26%	0	1%	5	1%	-9%	-3%
COc1ccc(C)cc1S(=O)(=O)N1CCN(C)CC1c1ccccc1 (stereo not given)	·	-2%	27	·	0%	·	0%	0	?	6%	5%
CC1(C)C2CCC1(CS(=O)(=O)N1CCCC1C(=O)O)C(=O)C2 (stereo not given)	·	·	3	·	3%	·	2%	7	0%	·	·
CCSC1=N/C(=C\C=C2/Oc3ccccc3N2CC)C(=O)S1	-1%	?	1	17%	-2%	-6	-2%	-4	0%	-6%	-4%
Cc1ccc(S(=O)(=O)N2CCN(C(=O)COC(=O)c3cnc(C)cn3)CC2)c(C)c1	·	2%	-1	·	0%	·	-1%	2	-1%	-1%	-6%
COC(=O)c1sccc1NC(=O)CSc1ccccc1NS(=O)(=O)c1ccc(Cl)cc1	-2%	-1%	2	38%	-9%	1	-5%	5	4%	-2%	-6%
Cc1cc(C)n(CCNC(=O)c2cc(COc3c(F)cccc3F)on2)n1	-7%	-3%	8	3%	2%	2	0%	-40	-3%	2%	-1%
S=C(NCCc1ccc(Cl)cc1)NCc1ccccc1	?	-9%	31[activator]	?	1%	0	2%	-2	5%	1%	0%
Cc1cc(C)c(Cn2cnc3ccccc32)c(C)c1	-56%	1%	21	5.6µM*	-8%	0	-1%	13	-10%	1%	-5%
COc1ccc(Nc2nc(C(F)(F)F)nc(C)c2C#N)cc1	2%	3%	-6	4%	6%	4	9%	0	1%	-3%	-2%
COCC(=O)n1nc(-c2ccc(C)cc2)nc1NCc1ccc(F)cc1	0%	-18%	-9	1%	18%	-2	-3%	31	6%	23%	16%
NC(N)=NS(=O)(=O)c1ccc(NC(=S)NC(=O)Cc2ccc(Cl)cc2)cc1	-2%	-4%	4	6%	-1%	1	?	0	-14%	-1%	-1%
COc1ccc(CNc2oc(COc3ccccc3)nc2C#N)cc1	3%	-13%	6	?	-1%	-1	-4%	-78*	-9%	21%	22%
CCOC(=O)CC1C(=O)NC2CCCCC2N1C(=O)Nc1ccc(Cl)cc1 (stereo not given)	-5%	-3%	2	-1%	16%	2	-6%	-3	-2%	1%	-4%
N=c1sc2ccccc2n1-c1ccccc1	8%	3%	-5	-39%	-1%	0	0%	·	·	-2%[1.84 µM]	-1%
O=C(NCc1cccs1)Nc1cccs1	-7%	?	-1	13%	0%	-5	-14%	1	-1%	12%	11%
